Screening results as filed in PubChem.
F508del corr = correctors of CFTR F508del function in bronchial epithelial cells | CFBE cells, YFP halide quenching; stimulated with forskolin plus potentiator P3; % fluorescence drop versus neutral controls | activity (quench increase), % at 7.58 µM | 350,000 tested, 0.36% active;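 active = mean added fluorescence quench of at least 8% versus neutral control, with both replicates also reaching 8%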;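 note: cells transiently co-express mutant CFTR-F508del with the halide-sensitive YFP; corrector assay measuring rescue of mutant channel to the surface after 24 h compound exposure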
PglD inh = blocks C. jejuni PglD acetyltransferase activity; 360,000 tested, 0.098% active; AID 602405; purified PglD enzyme, DTNB colorimetric CoA detection; inhibition, % at 12.5 µM; in the data active = inhibition above about 16%, passing the limit was not always enough; note: strong numbers were not always called active
C2C12 statin = suppressors of simvastatin-induced myotoxicity in C2C12 myotubes. 330,000 tested, 0.78% active. rescue of ATP level, % at 7.49 µM. ATP luminescence, 48 h; scaled: DMSO 0, geranylgeraniol control 100;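 active = mean ATP rescue above about 67%, or every replicate alone reaching that limit, limit read from the data, passing the limit was not always enough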;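 note: myotubes were challenged with 10 µM simvastatin during compound exposure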
Cneo AK release = Cryptococcus neoformans lysis via adenylate kinase release; lysis activity, % at 15 µM; AID 651654; C. neoformans lysis, adenylate kinase release luminescence, 4 h; normalised: neutral wells 0, clomiphene wells 100; 360,000 tested, 0.2% active;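 active = mean lysis activity across replicates of at least 80%, whatever share of replicates individually reach that level; inactive = mean lysis activity below 80%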
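Test system: log-phase Cryptococcus neoformans yeast cells. Input: 5 × 10^6 yeast cells/mL. Medium: fresh YPD growth medium. Doses: single dose. Incubation: static 4 h at 37 °C with compound, 1 h detection. Measured by: luminescent adenylate kinase detection reagent. Read-out: signal increase indicating cell lysis. Benchmarks: Clomiphene.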
GSIS activator = primary screen for activators of insulin secretion dependent on glucose, INS-1E cells, GLuc reporter luminescence | 370,000 tested, 0.61% active | activation, % at 16.6 µM | INS-1E GLuc reporter insulin secretion, 2-3 h;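 active = lowest replicate activation of at least 40%, so every replicate reaches that level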;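 note: 0% = median of neutral control wells and 100% = median of IBMX positive control wells; some compounds called inactive have numbers as strong as hits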
miR-122 sensor = miR-122 inhibition in Huh7 cells. Huh7 miR-122 Renilla luciferase sensor, 48 h; neutral wells = 0, positive control = 100. activation (reporter increase), % at 12.5 µM. 340,000 tested, 0.3% active. AID 602342;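 active = mean replicate activation score at least 90 and every replicate individually at or above 90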;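 note: higher luciferase means less miR-122 activity so hits act as miR-122 inhibitors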
FN deposition inh = fibronectin deposition inhibition | 350,000 tested, 0.086% active | AH1F fibroblasts, Alexa488-fibronectin deposition fluorescence, overnight | inhibition, % at 12.6 µM | AID 743247;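 active = mean inhibition across replicates of 30% or more, regardless of how many single replicates reach that level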;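 note: positive control wells lacked labelled fibronectin entirely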
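Assay system: AH1F fibroblast monolayer, labelled fibronectin deposition. Amount: 10000 cells per well. Also added: labelled fibronectin 24 nM. Compound: single-point pinned compound. Incubation: cell attachment 1 h, compound and FN exposure overnight. Detection: fluorescence after three HBSS washes, excitation 485 nm, emission 525 nm. Read-out: inhibition of fibronectin deposition signal.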
PGC1a acetyl inh = PGC1a acetylation modulation, inhibitor mode; U2OS PGC1a acetylation, AlphaScreen anti-acetyl-lysine; with virally co-expressed GCN5 acetyltransferase; inhibition, % at 15.6 µM; 350,000 tested, 0.17% active;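 active = every replicate shows inhibition of at least 40%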;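 note: 0% = neutral control wells and 100% = positive control wells; some results beyond the cut were filed as inactive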
The depositor's hits bear a star; · = not tested or not shown; & = joins results of further samples; [ ] = another dose, or the depositor's remark. Compounds were not picked by outcome; any-hit rate near 2.1%.

mol	F508del corr	PglD inh	C2C12 statin	Cneo AK release	GSIS activator	miR-122 sensor	FN deposition inh	PGC1a acetyl inh
CC(C)NC(=O)Nc1ccc2c(c1)C(=O)N([C@@H](C)CO)C[C@@H](C)[C@@H](CN(C)S(=O)(=O)c1ccc(F)cc1)O2	0.0&4.1	3&1	-3&-3	47&-1	18&-12	17[16.7 µM]	15	4&3
Cc1cc(NC(=O)CN2C(=O)NC3(CCCCC3)C2=O)no1	·	·	·	1	16	-5	5	-9
COc1cccc(-c2cnc3c(NC=O)cc(-c4ccncc4)cn23)c1	0.9	0	-19	0	40	1	·	21
O=c1c2c3c(sc2n(CCN2CCCCC2)c(=O)n1Cc1ccco1)CCCCC3	·	·	-4	·	·	-15	12	3
COCC(=O)Nc1ccc2c(c1)[C@@H]1C[C@H](CC(=O)NCc3cccc(F)c3)O[C@@H](CO)[C@@H]1O2	-0.3	3	9	-3	4&-7	-5	5&4	-8
CN(C)C(=O)C[C@H]1CC[C@@H]2[C@H](COc3ccc(NC(=O)NCc4ccccc4)cc3C(=O)N2C)O1	-4.1	-2	9	52	3	-3[16.7 µM]	2	6
COc1ccc(OC)c(NC(=O)C2CCC(CNc3c(N4CCOCC4)c(=O)c3=O)CC2)c1 (stereo not drawn)	-3.4	·	·	·	-9	·	-17	6
O=C(NCc1ccc2c(c1)OCO2)c1cccc(S(=O)(=O)N2CCCC2)c1	1.2	-3	11	2	-3	·	-15	·
CCn1c(O)c(C=NCc2cccs2)c(=O)n(CC)c1=S	·	0	·	10	·	-2	-1	14
CCOc1ccc(S(=O)(=O)N2CC(=O)Nc3ccccc32)cc1	0.2	-2	-6	0	-7	11	-1	-8
O=C(CN1CCOCC1)NCC[C@@H]1CC[C@H](NC(=O)Nc2ccc(C(F)(F)F)cc2)[C@@H](CO)O1	-1.0	-3	4	-1	22	-2[16.7 µM]	-4	-12
CN(CCC1CCOCC1)C(=O)CC1C(=O)NCCN1C/C=C/c1ccccc1 (stereo not drawn)	-1.6	·	·	·	-6	·	2	-3
CCOC(=O)Cc1csc(NC(=O)CSc2ncnc3c2cnn3-c2ccc(OC)cc2)n1	·	-3	-6	-2	·	4	·	-2
C[C@@H]1CCCCO[C@@H](CN(C)C(=O)Cc2ccccc2)[C@@H](C)CN([C@H](C)CO)C(=O)c2cc(N(C)C)ccc2O1	-0.9&1.2&0.0	0&-3&2	6&6	2&-7&7	1	0	3	15&-19&14
COc1cccc(C(=O)Nc2ccc3c(c2)OC[C@H](C)N(C(C)=O)C[C@@H](C)[C@@H](OC)CN(C)C3=O)c1	0.7	1	6	-2	-1	-10[16.7 µM]	-11	1
COCC(=O)Nc1ccc2c(c1)[C@@H]1C[C@@H](CC(=O)NCc3cccc(F)c3)O[C@H](CO)[C@@H]1O2	-0.9	-1	3	-7	-1	-2[16.7 µM]	2	0
O=C1CN(C(=O)COC(=O)Cc2ccccc2F)c2ccccc2N1	0.7	3	-5	0	-5	-1	-3	-5
CCn1c(=O)c(C(C)=O)nc2ccccc21	·	-3	-8	3	·	-2	·	3
COc1ccc2c3c([nH]c2c1)[C@H](CO)N(C)CC31CCN(C(=O)c2ccccc2F)CC1	1.2	·	·	·	-2	·	-3	2
C[C@@H]1CN([C@H](C)CO)C(=O)Cc2cc(NC(=O)Cc3ccccc3)ccc2O[C@H]1CN(C)S(=O)(=O)c1cn(C)cn1	-0.7	-1	0	-1	4	8[16.7 µM]	·	-1
CCCC#Cc1ccc2c(c1)O[C@H](CN(C)Cc1ccccc1)[C@H](C)CN([C@@H](C)CO)S2(=O)=O	2.2	·	-1	·	15	·	-2	-9
CCN1C(=O)[C@H]2[C@H]3CN=C(SCC4CC4)N3[C@@](CC)(C(=O)OC)[C@H]2C1=O	-1.4	0	9	-5	22	-9	10	7
Oc1cc(-c2ccccc2)c2ccccc2c1	-1.2	·	·	·	13	·	-12	2
O=C(N/N=C1/CCS(=O)(=O)c2ccc(F)cc21)c1ccccn1	-1.2	·	·	·	36	·	3	1
Cn1cccc1/C=C1\SC(=Nc2cccc(O)c2)NC1=O	9.1*	-13	-10	1	-22	4	-10	-2

Other compounds.
mol	F508del corr	PglD inh	C2C12 statin	Cneo AK release	GSIS activator	miR-122 sensor	FN deposition inh	PGC1a acetyl inh
COC(=O)CNC(=O)C(Cc1c[nH]c2ccccc12)NC(=O)OC(C)(C)C (stereo not drawn)	·	1	22	-4	·	-3	·	-3
CNC[C@@H]1OCCCC[C@H](C)Oc2ccc(NS(=O)(=O)c3c(C)noc3C)cc2C(=O)N([C@@H](C)CO)C[C@H]1C	-0.3	-3	·	-3	5	3[16.7 µM]	·	5
CC(=O)N(C)C[C@@H]1Oc2cc(C#Cc3ccccc3F)ccc2S(=O)(=O)N([C@@H](C)CO)C[C@H]1C	0.3	0	11	2	-23	3[16.7 µM]	4	7
O=C(NNS(=O)(=O)c1ccccc1)c1cccc(F)c1	1.6	-8	18	-2	-15	2	-16	9
O=c1[nH]nc(-c2ccc(OCc3ccc(Cl)cc3Cl)cc2)o1	-0.8	-5	14	-10	18	-25	-4	-8
COc1ccc(OC)c(CNC(=O)C2CCN(S(=O)(=O)N3CCC(C)CC3)CC2)c1	2.4	-1	-8	-3	-1	0	-2	0
Cc1ccc(C(=O)Nc2nnc([C@H]3C[C@H](O)[C@@H](CO)O3)s2)cc1	1.4	-3	34	-1	2	-4	·	·
COc1cc(NC(=O)C23CC4CC(C2)CC(n2nnc(C)n2)(C4)C3)c(OC)cc1Cl	·	2	-6	-6	·	3	1	4
S=c1[nH]nc2sc3ccccc3n12	1.6	-5	11	2	-4	4	4	2
O=C(NC1CCCCCC1)c1ccc(Cl)c(S(=O)(=O)N2CCOCC2)c1	-1.1	6	-2	0	4	-4	-1	-8
COc1ccc(N=C2SCC(c3ccc([N+](=O)[O-])cc3)=NN2CCO)cc1	-0.5	·	·	·	-35	·	9	-12
CS(=O)(=O)N(Cc1ccccc1)c1ccc(C(=O)NN=C2CCCCCC2)cc1	·	-9	·	4	7	-2	0	3
COC(=O)c1ccc(OCC(O)CN2CCN(CC(O)COc3ccc(C(=O)OC)cc3)CC2)cc1 (stereo not drawn)	-0.6	1	-12	-1	9	-3	-1	7
O=C(O)C[C@H]1C=C[C@H](NC(=O)c2ccccc2F)[C@H](CO)O1	-1.0	·	-5	·	-9	·	1	1
O=c1oc2cc(Oc3ccc(C(F)(F)F)cc3[N+](=O)[O-])ccc2c2c1CCCC2	·	6	-6	-2	·	0	·	-11
Clc1ccc(Cn2nnc(-c3ccccc3)n2)cc1	·	-4	·	-2	-13	-13	·	-11
Cc1ccn(CC(C)C(=O)O)n1 (stereo not drawn)	1.6	2	5	4	5	3	4	2
O=C(O)CSc1c2ccccc2cc2ccccc12	-1.4	4	25	-1	3	0	1	0
COc1ccccc1C(=O)N1C[C@H]2[C@@H](c3ccccc31)[C@H](CO)N2Cc1ccc(F)cc1	-1.9	3	34	-1	-6	12[16.7 µM]	·	-9
O=C(Nc1ccc2c(c1)[C@@H]1C[C@@H](CC(=O)N3CCOCC3)O[C@@H](CO)[C@@H]1O2)C1CCOCC1	-0.8	0	-4	-2	2	4[16.7 µM]	-9	1
CCNc1nc2ccccc2[nH]1	·	-2	-1	0	·	-4	-1	3
Cc1cc(C(=O)Nc2ccon2)c(C)o1	0.9	-3	9	1	-6	-3	-1	1
CO[C@H]1CN(C)C(=O)c2cccc(C#N)c2OC[C@H]2O[C@H](CC[C@H]2OC)CCN(C)C(=O)[C@@H]1C	-0.5	0	5	4	11	·	-9	-2
CC(=O)Nc1ccc(-c2nnc(SCc3ccccc3C#N)n2C)cc1	·	-3	4	-1	·	48	-4	6
O=C(C[C@@H]1CC[C@@H]2[C@H](COC[C@@H](O)CN2C(=O)CCN2CCCCC2)O1)NCc1ccncc1	0.2	1	10	13	12	-1[16.7 µM]	5	8

Additional entries.
mol	F508del corr	PglD inh	C2C12 statin	Cneo AK release	GSIS activator	miR-122 sensor	FN deposition inh	PGC1a acetyl inh
COc1cc2c(C(=O)O)c(C)n(C)c2c2ccccc12	-0.9	0	-16	-1	0	-5	7	11
CC(=O)Nc1ccc(C(=O)Nc2nc(-c3ccccn3)cs2)cc1	1.9	·	·	·	-4	·	-12	5
CCn1cc(/C=C(\NC(=O)c2ccccc2F)C(=O)NCCCN2CCOCC2)c2ccccc21	0.8	·	3	·	0	7	1	9
COc1cc(/C=C(\C#N)C(=O)NCc2cccs2)ccc1O	·	-1	·	2	-6	5	5	9
CN1C(=O)c2cc(NC(=O)C3CCCC3)ccc2OC[C@@H]2O[C@@H](CC(=O)NCC(F)(F)F)CC[C@@H]21	-1.4	4	-32	8	8	22[16.7 µM]	-13	4
CC(=O)N1CCCCN2[C@H](C1)[C@H](c1ccc(-c3cccc(C(=O)N(C)C)c3)cc1)[C@@H]2CO	-2.2	1	·	-1	6	3[16.7 µM]	·	-2
COc1ccc(S(=O)(=O)N2Cc3ccccc3CC2C(=O)Nc2ccc(O)cc2)cc1OC (stereo not drawn)	1.8	-3	0	0	·	5	-1	4
CCSc1nnc2c3cc(CC)ccc3n(C)c2n1	·	5	-32	-1	·	-1	·	·
CNc1c(NS(=O)(=O)c2ccc(Cl)s2)c(=O)oc2ccccc12	-0.7	2	8	2	-2	·	6	·
CO[C@@H]1CN(C)C(=O)c2cc(NC(=O)C3CCC3)ccc2OC[C@H](C)N(Cc2nccs2)C[C@@H]1C	0.4	-1	7	-2	6	0[16.7 µM]	2	·
Cc1cccc(N(C(=O)c2ccco2)C(C(=O)NC2CCCC2)c2cccnc2)c1C (stereo not drawn)	1.8	-1	-3	2	32	-4	6	4
CCC(C(N)=O)N1C(=O)C2C3CCC(C3)C2C1=O (stereo not drawn)	3.1	2	-4	-1	·	-3	3	14
CC(C)[C@H](NC(=O)[C@@H]1CSC2c3ccccc3C(=O)N21)C(=O)NCc1ccco1 (stereo partly drawn)	-3.4	0	1	-1	-8	0	-5	25
